Compound activity (PubChem)
SENP7 block: blocks the human protease SENP7; recombinant SENP7, Z-RLRGG-aminoluciferin luminescence, 40 min; hit rate 1.5% among 330,000; AID 434973; Q9BQF6; inhibition, % at 5 µM;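 active means inhibition above about 50% at the single test dose, limit read from the data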;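 further: plate controls were DMSO with enzyme for no effect and no enzyme buffer wells for full effect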
UBC13 polyUb: human UBC13 polyubiquitination inhibition; P61088; inhibition, % at 20 µM; hit rate 0.47% among 330,000; UBC13 polyubiquitin chain formation, TR-FRET; in the data active means inhibition above about 45%, passing the limit was not always enough
Target sequence (P61088 whole entry, looked up): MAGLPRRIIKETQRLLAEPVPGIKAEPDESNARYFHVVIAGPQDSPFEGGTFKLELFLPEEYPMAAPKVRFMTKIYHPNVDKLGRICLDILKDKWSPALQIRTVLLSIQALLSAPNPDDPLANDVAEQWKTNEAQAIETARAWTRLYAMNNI
SENP1 inh: SENP1 (human) catalytic domain inhibition. Q9P0U3. recombinant SENP1 catalytic domain, CyPet-SUMO1-YPet FRET cleavage. inhibition, % at 10 µM. hit rate 0.21% among 360,000. AID 624204;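 active means inhibition at least 30% at 10 µM, raw YFP signal under a set limit, fluorescence ratio 0.5 to 1.5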;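 further: 0% = enzyme with DMSO and 100% = no enzyme wells; some results filed as inactive read as strong as hits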
Target sequence (Q9P0U3 419-644 limits assumed): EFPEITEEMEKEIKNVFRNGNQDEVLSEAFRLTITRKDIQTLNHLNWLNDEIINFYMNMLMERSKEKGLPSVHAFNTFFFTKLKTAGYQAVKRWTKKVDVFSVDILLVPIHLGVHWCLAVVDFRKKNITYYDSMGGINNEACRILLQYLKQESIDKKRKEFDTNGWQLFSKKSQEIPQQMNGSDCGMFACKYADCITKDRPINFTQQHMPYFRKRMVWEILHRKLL
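Material – human SENP1 catalytic domain · Input – SENP1 enzyme, 20 pM final · Compound dosing – single concentration of 10 µM compound, 0.5% DMSO final · Timing – enzyme reaction for 50 min at room temperature, dark · Measured by – FRET fluorescence in CFP and YFP emission channels · Control set – no-enzyme wells low, DMSO-plus-enzyme wells high control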
SENP8 block-1: blocks the human protease SENP8 | Q96LD8 | purified SENP8, Z-RLRGG-aminoluciferin cleavage, luminescence | inhibition, % at 10 µM | hit rate 1.2% among 330,000 | AID 2540; in the data active means inhibition above about 50%
Target sequence (Q96LD8 whole entry, looked up): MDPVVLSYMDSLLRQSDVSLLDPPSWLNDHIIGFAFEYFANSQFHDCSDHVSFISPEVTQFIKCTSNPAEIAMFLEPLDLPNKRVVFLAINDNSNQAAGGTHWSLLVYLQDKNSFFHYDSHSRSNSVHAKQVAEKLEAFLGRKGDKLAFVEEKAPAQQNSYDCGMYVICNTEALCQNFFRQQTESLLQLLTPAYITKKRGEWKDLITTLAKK
SENP6 inh: blocks the human protease SENP6 | Recombinant SENP6 catalytic domain, aminoluciferin luminescence | inhibition, % at 10 µM | hit rate 1.8% among 330,000;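 active means inhibition above about 50% at the single tested dose, limit read from the data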;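 further: plate controls were DMSO wells with enzyme for no effect and DMSO wells lacking enzyme for full effect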
SENP8 block-2: blocks human SENP8 cleavage of Nedd8 substrate; Q96LD8; recombinant SENP8, Nedd8 substrate fluorescence; inhibition, % at 20 µM; hit rate 0.64% among 360,000; AID 602440; in the data active means inhibition mostly above about 40%, no sharp cut-off; inactive means mostly below about 27%
Apaf1 inhib: inhibitors of human Apaf-1 apoptosome; O14727; reconstituted apoptosome caspase-3 activity, DEVD-Rh110 fluorescence; inhibition, % at 20 µM; hit rate 0.71% among 330,000; AID 489030; active means inhibition of at least 40% at 20 µM;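 further: plate controls were DMSO wells for no effect and DEVD-CHO caspase inhibitor wells for full effect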
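detection = Rh110 fluorescence intensity | test system = biochemical Apaf-1 apoptosome reconstitution | also added = cytochrome c and DEVD-Rh110 substrate | schedule = 30 min plus 50 min, RT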
APOBEC3G inh: APOBEC3G (human) deaminase inhibition; hit rate 0.28% among 330,000; inhibition, % at 20 µM; AID 493012; Q9HC16; recombinant A3G, ssDNA deamination FAM/TAMRA fluorescence;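 active means inhibition of at least 40% at 20 µM, with no more than 30% in the related APOBEC3A deaminase screen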;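 further: plate controls were DMSO wells with A3G for no effect and wells lacking A3G enzyme for full effect; some compounds called inactive have numbers as strong as hits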
Target sequence (Q9HC16 whole entry, looked up): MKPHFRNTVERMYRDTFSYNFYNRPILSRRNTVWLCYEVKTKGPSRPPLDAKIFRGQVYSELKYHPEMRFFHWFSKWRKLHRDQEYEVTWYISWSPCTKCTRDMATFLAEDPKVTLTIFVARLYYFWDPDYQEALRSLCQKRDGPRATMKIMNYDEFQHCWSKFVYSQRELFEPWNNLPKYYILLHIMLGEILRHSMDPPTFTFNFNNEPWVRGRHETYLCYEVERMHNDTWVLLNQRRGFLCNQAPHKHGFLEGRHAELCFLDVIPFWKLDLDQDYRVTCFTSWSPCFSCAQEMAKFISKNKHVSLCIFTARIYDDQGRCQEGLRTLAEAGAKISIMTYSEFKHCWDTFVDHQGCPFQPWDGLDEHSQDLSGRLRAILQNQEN
* hit, by the source's call; x = no result given. Rows were taken by chance. About 3.6% of those tested had a hit in this group.

Values in the order – SENP1 inh	SENP7 block	SENP8 block-1	SENP6 inh	UBC13 polyUb	SENP8 block-2	APOBEC3G inh	Apaf1 inhib
Cc1ccc(C)c(N2CCN(C(=O)CC3Sc4ccccc4NC3=O)CC2)c1 (configuration not stated)
  x	8	8	18	0	x	4	20
Cc1cnc(NC(=O)C2COc3ccccc3O2)s1 (configuration not stated)
  -3	65*	52*	58*	7	6	-3	8
CCCCc1nnc(NC(=O)c2ccc(N3CCCC3=O)cc2)s1
  0	-7	-9	-7	2	-97	-9	6
Cc1nn(-c2ccccc2)c(N)c1-c1ccccc1
  2	3	-7	-15	-2	11	-1	-1
O[C@@H]1C2CCCC1[C@]1(O)CCCCC1C2 (some centres not stated)
  0	-2	-3	13	6	14	-4	-4
COc1ccc(-c2nc(N)nc(C(F)(F)F)c2-c2cscn2)c(O)c1
  3	5	3	-2	-2	17	-1	-11
COc1ccccc1N1CC(C(=O)Nc2ccc(S(=O)(=O)N3CCCC3)cc2)CC1=O (configuration not stated)
  3	5	0	-7	-3	2	-3	3
COc1cccc(NC(=O)c2sc(NC(=O)c3ccncc3)nc2C)c1
  1	24	39	8	5	11	1	-5
Cc1noc(C)c1CSCC(=O)Nc1ccc(S(C)(=O)=O)cc1
  0	-12	-13	-23	-1	4	-6	8
COC(CNC(=O)CCc1c(C)nc2c(-c3ccc(F)cc3)c(C)nn2c1C)OC
  -9	-13	-5	-14	-4	-15	-6	6
COc1ccc(Cl)cc1NS(=O)(=O)c1cccc(C(=O)NCC(C)(C)N2CCOCC2)c1
  1	-1	8	-3	23	6	19	15
CCOC(=O)c1c(C)[nH]c(C)c1C(=O)COC(=O)c1ccc([N+](=O)[O-])s1
  1	2	31	14	-15	22	-6	25
CSc1ccc(OC2CCCCC2NS(=O)(=O)c2ccccc2)cc1 (configuration not stated)
  -1	1	-8	2	-9	-3	-5	29
COc1ccc(-c2cc(C(F)(F)F)nc(SCC(=O)NCCCN3CCOCC3)n2)cc1
  3	1	-3	17	12	-433	-4	-4
O=C(NCCc1ccccc1)C1CCC(CNc2nc(=S)[nH]c3ccccc23)CC1 (configuration not stated)
  3	-2	-4	-27	-6	2	-6	7
COn1c(=O)c(-c2cccs2)[n+]([O-])c2ccccc21
  -20	15	8	12	7	-269	0	-1
Cc1ccc(SCc2ccc(C(=O)N3CCCC3)cc2)cc1
  -23	7	-2	5	-2	1	8	16
O=C(O)CC(NC(=O)c1cccc([N+](=O)[O-])c1)c1ccc2c(c1)OCO2 (configuration not stated)
  -1	6	2	-2	5	11	-5	-1
O=C(N/N=C/c1cccn1-c1cccc(C(=O)O)c1)Nc1ccccc1
  0	-8	-8	-13	-12	18	4	8
CC(C)(C)CC(C)(C)NC(=O)c1ccccc1
  1	0	-6	-17	4	9	-5	1
N#Cc1cn(OCc2ccccc2)c(=O)[nH]c1=O
  1	1	-1	4	0	12	-3	-1
N#CC1C(C#N)N2CCCN2C1c1ccc(Cl)cc1 (configuration not stated)
  -6	7	2	-6	0	-8	-4	-8
O=C(NCCn1ccc2ccccc21)C1CCCCC1
  1	2	0	-8	6	22	2	13
CCOC(=O)c1nn(-c2c(C)n(C)n(-c3ccccc3)c2=O)cc1O
  1	5	-1	10	2	6	-3	-5
Cc1cc(C)c(-n2c(C)cc(/C=C3/NC(=O)NC3=O)c2C)c(C)c1
  x	7	-1	-3	8	x	-1	16
Oc1ccc(Br)cc1C=Nc1ccc2[nH]ncc2c1
  -20	14	20	55*	-68	-131	-4	39
C/C(=N\NC(=O)c1ccccc1)c1cccc(Br)c1
  1	1	-1	-7	6	10	-10	3
Cc1ccc(NC(=O)CSCc2ccc(F)cc2)cc1
  1	7	1	3	5	5	14	5
CCCS(=O)(=O)c1ncc(Cl)c(C(=O)Nc2ccc(S(=O)(=O)Nc3ncccn3)cc2)n1
  1	-10	-7	1	53*	6	0	-9
O=C(CS(=O)(=O)c1ccccc1)N(CCCN1CCOCC1)c1nc2c(F)cccc2s1
  -4	-3	-2	-11	8	3	-8	10
CC1=NC(C(F)(F)F)(C(F)(F)F)C(C#N)=C(C)N1
  0	2	-6	-32	-12	7	-8	0
COc1ccc(CNC(=O)CC23CC4CC(CC(C4)C2)C3)cc1
  1	-2	-11	-20	-6	17	-7	15
O=S(=O)(NCCC1=CCCCC1)c1cccc(S(=O)(=O)N2CCOCC2)c1
  1	1	-1	0	7	27	-3	7
CCOC(=O)c1cnc2cc(C)nn2c1-c1ccccc1
  1	4	1	6	6	-7	-3	1
Cn1c(SCC(=O)NC(C)(C)C)nnc1-c1cnccn1
  0	0	-3	0	-3	4	-4	-6
COc1cc2cnc(CCO[C@H]3CCCCO3)cc2cc1OC
  3	10	7	-9	-2	10	-4	3
O=S(=O)(NCC(c1cccnc1)N1CCN(Cc2ccccc2)CC1)c1ccccc1 (configuration not stated)
  -8	2	1	-6	9	2	-3	2
Cc1ccc(C(=O)N/N=C/c2sc(=O)n(Cc3cccc(C(=O)O)c3)c2Cl)cc1
  0	-14	1	-3	-12	2	-7	-1
O=C(COC(=O)COc1ccc(Cl)cc1)NC1CCS(=O)(=O)C1 (configuration not stated)
  3	5	3	-2	4	12	-3	-1
Cc1ccc(S(=O)(=O)CCC(=O)OCc2ccccc2)cc1
  0	-4	-1	5	-8	21	-1	-14

Pulled by structure from above (five):
Values in the order – SENP1 inh	SENP7 block	SENP8 block-1	SENP6 inh	UBC13 polyUb	SENP8 block-2	APOBEC3G inh	Apaf1 inhib
Cc1ccc(C(=O)N/N=C/c2sc(=O)n(Cc3cccc(C(=O)O)c3)c2Cl)cc1
  0	-14	1	-3	-12	2	-7	-1
N#Cc1cn(OCc2ccccc2)c(=O)[nH]c1=O
  1	1	-1	4	0	12	-3	-1
Oc1ccc(Br)cc1C=Nc1ccc2[nH]ncc2c1
  -20	14	20	55*	-68	-131	-4	39
CCCS(=O)(=O)c1ncc(Cl)c(C(=O)Nc2ccc(S(=O)(=O)Nc3ncccn3)cc2)n1
  1	-10	-7	1	53*	6	0	-9
Cc1cc(C)c(-n2c(C)cc(/C=C3/NC(=O)NC3=O)c2C)c(C)c1
  x	7	-1	-3	8	x	-1	16

Continued.
Values in the order – SENP1 inh	SENP7 block	SENP8 block-1	SENP6 inh	UBC13 polyUb	SENP8 block-2	APOBEC3G inh	Apaf1 inhib
CCN(C(=O)COC(=O)CCC(=O)c1cccs1)c1c(N)n(Cc2ccccc2)c(=O)[nH]c1=O
  -5	3	2	-24	-4	-10	-9	1
Cc1ccc(N(Cc2ccccc2O)C(=O)c2ccccc2F)cc1
  0	-4	10	-10	-1	44*	-5	-4
COc1cc(C(=O)Nc2nnc(C3=COCCO3)o2)cc(OC)c1OC
  2	-2	-2	8	4	5	-8	-18
OC(CN1CCOCC1)Cn1c(-c2cccc(Cl)c2)nc2ccccc21 (configuration not stated)
  -1	-2	-4	-4	0	13	-1	-7
O=S(=O)(Nc1ccc(-c2nc3cccnc3s2)cc1)c1ccc(Cl)s1
  -74	4	34	58*	-12	-412	-4	1
CCOc1ccccc1N1CCN(S(=O)(=O)c2cccc3nsnc23)CC1
  0	3	4	-8	2	16	-8	-8
COCCn1cnc2c1c(=O)n(CC(=O)NN)c(=O)n2Cc1ccccc1
  -1	5	6	4	3	16	-3	3
O=C(C1=C[C@@H](c2ccc(C(F)(F)F)cc2)C[C@@H](OCCCCO)O1)N1CCN(Cc2ccc3c(c2)OCO3)CC1
  -2	4	3	-8	21	11	3	35
Cc1csc(=O)n1CCC(=O)OCC(=O)NCc1ccc(F)cc1
  0	-2	-8	-6	-6	12	-6	2
O=C(NCC(=O)N1CCCC(C(F)(F)F)C1)c1ccc(Br)o1 (configuration not stated)
  1	1	11	-3	1	6	-8	17
CCOc1ccccc1NC(=O)Cn1[nH]c(=O)c2ccccc2c1=O
  0	0	10	-6	5	6	-9	-9
O=C(NCCCn1ccnc1)C(F)(F)C(F)(F)C(=O)NCCCn1ccnc1
  2	-4	-6	-20	-8	19	-4	-1
COc1ccccc1NC(=O)Nc1ccncc1
  -1	23	15	26	5	19	-6	-10
CCC(C(=O)OCC(=O)N1C(C)CCCC1C)c1ccccc1 (configuration not stated)
  1	3	1	13	5	17	3	13
COCCN(Cc1cccs1)S(=O)(=O)c1ccc(-c2ccc(=O)[nH]n2)s1
  -2	20	-9	13	-21	-18	-1	6
Cn1cc(CN2CCCC(C(=O)Nc3cccc(-c4cc5ccccc5[nH]4)c3)C2)cn1 (configuration not stated)
  -8	4	-2	-7	26	-393	-2	13
Cc1c(Cl)cccc1NC(=O)Nc1cc(C(C)(C)C)nn1C
  5	6	2	-18	3	6	0	2
COc1ccccc1N1CCN(C(C)C(=O)Nc2ccc(S(=O)(=O)N3CCOCC3)cc2)CC1 (configuration not stated)
  1	-6	-4	16	-5	21	-2	9
CSc1ccccc1NC(=S)NC1CCCCC1
  -1	-7	-5	0	-4	10	-7	12
CCOC(=O)C1CCN(C(=O)CCNC(=O)Cn2cnc3ccccc3c2=O)CC1
  -1	-2	5	2	7	1	-11	-1
CC(C)C(NC(=O)c1c(F)cccc1F)C(=O)N1CCN(c2ccccc2F)CC1 (configuration not stated)
  1	-16	-10	-18	2	20	-2	9
CCOc1ccccc1NC(=O)Cn1c(C)cc(COC)c(C#N)c1=O
  -1	-2	-3	-11	3	-79	-3	-2
Cc1cc(-c2nnc(SCC(=O)Nc3nccs3)o2)no1
  -1	-4	-5	-10	-4	10	-5	-14
Cc1cccn2c(=O)c3cc(S(=O)(=O)c4ccc(Br)cc4)c(=N)n(C4CCCCC4)c3nc12
  -28	0	3	-5	-18	-326	-1	9
Cc1ccc(C(=O)COC(=O)C2CC(=O)N(c3nc(-c4ccccc4)cs3)C2)cc1C (configuration not stated)
  -1	2	-14	-9	2	16	-6	-6
O=C(C1=C[C@H](c2csc3ccccc23)C[C@H](OCc2ccc(CO)cc2)O1)N1CCN(Cc2ccc3c(c2)OCO3)CC1
  0	-6	-11	-5	-11	7	-6	21
CC(C)(C)NC(=O)C(=O)NNC(=O)c1ccc(C(C)(C)C)cc1
  1	6	-6	-15	0	11	-8	1
Cc1ccc(S(=O)(=O)NCCCN2CCCC2)cc1
  -3	4	-1	-5	4	26	-5	2
O=C(Nc1ccc(O)cc1C(=O)O)c1ccc2c(c1)C(=O)N(Cc1ccco1)C2=O
  4	-2	0	-11	3	18	1	3
COc1ccc2no[n+]([O-])c2c1
  x	2	5	-16	4	x	-6	-10
CC(=O)Nc1cccc(-c2csc(N)n2)c1
  1	-13	-7	-11	-4	10	-9	4
CCCCCC(=O)Nc1c(-c2ccc(OC)cc2)c(=O)c2ccccc2n1C
  2	8	-2	-13	13	-268	-4	-8
Cc1ccc(-c2nc(CS(=O)(=O)CC(=O)NC3CCC(C)CC3)c(C)o2)cc1 (configuration not stated)
  2	-4	-5	-8	0	18	-6	4
CCOC(=O)N1CCN(S(=O)(=O)N2CCCC(C(=O)NCCCN3CC(C)CC(C)C3)C2)CC1 (configuration not stated)
  4	5	6	-6	-4	15	-5	-13
O=[N+]([O-])c1cc(S(=O)(=O)Nc2ccccc2)ccc1-n1nnc2ccccc21
  1	-3	4	12	-1	10	-6	5
O=C(c1ccco1)N1c2ccccc2Sc2ccccc21
  1	-1	-3	-1	4	28	2	16
Cc1oc(C)c(C(=O)O)c1COc1ccc(C(=O)O)cc1
  1	-5	-8	-11	-18	22	-1	18
